# NIH3T3 tox – cytotoxic compounds in NIH 3T3 cells; NIH 3T3 viability, CellTiter-Glo ATP luminescence, 48-72 h; Potency, µM (series often up to 96.7 µM), without a hit: top-dose activity change, negative = cytotoxicity, actives largely listed as inhibitors; 94,000 tested, 4.3% active; further: potency means the concentration at half of the fitted maximal effect; nearly all actives have a fitted effect of over 55% in size
#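 Mouse fibroblast NIH 3T3 cells, 400 per well, received compound via pintool and were incubated for 48 or 72 hr prior to CellTiter-Glo ATP luminescence measurement.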
# SNCA viab count – cell viability loss counter-screen; Potency, µM (doses to about 57.1 µM), for the others: top-dose activity change, negative = cytotoxicity, most hits filed as cytotoxic; HEK-293-SNCA-luc viability, GF-AFC fluorescence, 24 h; 150,000 tested, 0.12% active;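 further: potency means the concentration at half of the fitted maximal effect; 0% = DMSO-treated cells and -100% = medium-only wells without cells; nearly all actives have a fitted effect of over 30% in size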
#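 Cytotoxicity counterscreen: after 24 h compound treatment of genome-edited SNCA-luciferase HEK-293 cells, live-cell protease substrate GF-AFC read by fluorescence after 30 min; activity scaled between DMSO (0%) and medium-only (-100%), curves Hill-fitted.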
# Luciferase inh – blocks purified firefly luciferase enzyme activity | P08659 | purified P. pyralis luciferase, luminescence, biochemical | Potency, µM (top dose mostly 115 µM), for the others: top-dose activity change, negative = inhibition, actives largely listed as inhibitors | 76,000 tested, 2.5% active | AID 1347043; further: potency means the concentration at half of the fitted maximal effect; nearly all actives have a fitted effect of over 65% in size
# Target sequence (P08659 whole entry, looked up): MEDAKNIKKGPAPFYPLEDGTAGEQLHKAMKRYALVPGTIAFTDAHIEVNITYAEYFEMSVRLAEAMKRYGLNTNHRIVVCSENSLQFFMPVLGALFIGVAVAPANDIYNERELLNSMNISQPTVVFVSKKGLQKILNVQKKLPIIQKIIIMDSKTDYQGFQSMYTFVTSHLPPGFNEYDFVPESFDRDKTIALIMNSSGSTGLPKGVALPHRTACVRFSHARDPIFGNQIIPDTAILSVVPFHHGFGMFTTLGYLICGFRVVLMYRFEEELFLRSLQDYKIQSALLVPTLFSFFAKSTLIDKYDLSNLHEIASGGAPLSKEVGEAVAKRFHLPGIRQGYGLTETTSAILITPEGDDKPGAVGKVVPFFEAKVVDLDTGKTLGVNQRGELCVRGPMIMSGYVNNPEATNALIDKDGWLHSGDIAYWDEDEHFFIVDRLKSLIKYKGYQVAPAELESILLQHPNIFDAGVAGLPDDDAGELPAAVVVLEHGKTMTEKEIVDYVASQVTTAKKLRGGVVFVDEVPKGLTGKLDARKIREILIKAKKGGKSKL
#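 Purified 10nM P. pyralis luciferase with 10uM D-luciferin and 10uM ATP in 50mM Tris acetate pH 7.5, 10mM Mg acetate, 0.01% Tween-20, 0.05% BSA. qHTS titration; luminescence read by CCD imager.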
# GPT2 inhibitor – blocks human glutamate pyruvate transaminase 2 | Q8TD30 | 100,000 tested, 0.25% active | Recombinant GPT2, coupled pyruvate oxidase/HRP Amplex Red fluorescence | Potency, µM (series often up to 57.7 µM), inactives show at the top dose activity change, negative = inhibition, most hits filed as inhibitors; further: potency means the concentration at half of the fitted maximal effect; nearly all actives have a fitted effect of over 60% in size; many of its hits are not listed in these tables
#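 Fluorescence read-out: pyruvate from GPT2 turnover coupled to pyruvate oxidase, HRP and Amplex Red (0.2mM ThPP, 0.2U/mL PO and HRP, 50uM Amplex final). Substrates 250uM a-KG, 2mM L-alanine; enzyme 10ng/uL; 30 min RT.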
# SNCA expr inh – reduces expression of the alpha-synuclein gene | 140,000 tested, 0.17% active | HEK-293 SNCA-luciferase knock-in, luminescence, 24 h | Potency, µM (highest dose often 57.2 µM), for the others: top-dose activity change, negative = inhibition, actives largely listed as inhibitors;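 further: potency means the concentration at half of the fitted maximal effect; plate controls were DMSO cells for no effect and cell-free wells for full effect; nearly all actives have a fitted effect of over 45% in size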
# IP6K1 inhibitor – blocks human inositol hexakisphosphate kinase 1; Q92551; IP6K1 kinase, ADP-Glo luminescence, 2 h; stronger effect = lower value; activity change, % (series mostly up to about 58 µM); 140,000 tested, 0.81% active; in the data active means activity change below about -25%
# Target sequence (Q92551 whole entry, looked up): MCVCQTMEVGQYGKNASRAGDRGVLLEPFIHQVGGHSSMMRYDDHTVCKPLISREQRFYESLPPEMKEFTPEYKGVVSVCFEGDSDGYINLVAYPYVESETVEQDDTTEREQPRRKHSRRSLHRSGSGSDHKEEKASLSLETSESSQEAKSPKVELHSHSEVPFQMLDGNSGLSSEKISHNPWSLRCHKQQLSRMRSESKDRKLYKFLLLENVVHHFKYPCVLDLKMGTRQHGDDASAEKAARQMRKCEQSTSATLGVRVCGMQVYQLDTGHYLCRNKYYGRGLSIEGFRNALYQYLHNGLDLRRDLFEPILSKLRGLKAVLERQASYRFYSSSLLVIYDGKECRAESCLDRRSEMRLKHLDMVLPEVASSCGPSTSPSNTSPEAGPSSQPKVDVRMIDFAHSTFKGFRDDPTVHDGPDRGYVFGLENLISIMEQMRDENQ
#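 ADP-Glo luminescence measures ADP made by human IP6K1 during a 2 h RT reaction with ATP/IP6 (mix at 1.3 mM/130 uM); top library doses 57.5 and 19.1 uM final.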
# HEK cytotox – cytotoxic compounds in HEK 293 cells; HEK 293 viability, ATP luminescence (CellTiter-Glo), 48-72 h; Potency, µM (series often up to 115 µM), inactives show at the top dose activity change, negative = cytotoxicity, most hits filed as inhibitors; 94,000 tested, 6.6% active; further: potency means the concentration at half of the fitted maximal effect; nearly all actives have a fitted effect of over 60% in size
#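 250 HEK 293 cells/well; compound by pintool; incubated 48 or 72 hr at 37 degree Celsius; CellTiter-Glo added, 10 min RT, luminescence imaged.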
# An asterisk follows results filed as active; i = inactive; ? = inconclusive; / = not tested or not shown; & = joins results of further samples; [ ] = remark or other dose. Unless noted, the call rests on the fitted dose curve; in most records, active means well fitted curve in the direction sought with a large enough effect; inconclusive means small, poorly fitted or top-dose-only effect, or another doubt; inactive means no such curve, though single readings can be large; an effect the other way counts as inactive or inconclusive. Unless noted, on the % scale 0 is the no-effect control and ±100 the full control effect.
SMILES,NIH3T3 tox,SNCA viab count,Luciferase inh,GPT2 inhibitor,SNCA expr inh,IP6K1 inhibitor,HEK cytotox
O=C(Cc1ccc(Cl)cc1)Nc1ccc2oc(-c3ccc(F)cc3)nc2c1,/,-15%,/,/,20%,1,/
CCOc1ccc(CC(=O)N2CCC3(CC2)CC(O)CCO3)cc1 (stereo not drawn),-13%,0%,-13%,-2%,19%,0,4%
OC[C@@H]1O[C@H](CNC2CCOCC2)[C@H](N2CCN(c3ccc(F)cc3)CC2)[C@@H]1O,-2%,6%,2%,-14%,3%,8,1%
Cn1ccnc1CN1CCCC(c2ccc(C(=O)O)cc2)C1 (stereo not drawn),i,-14%,3%,-9%,1%,8,i
CCOc1ccc(/C=C/c2nc(C#N)c(N(C)C)o2)cc1,/,-6%,/,/,101%[activator],5,/
CN1CCN(C(=O)N2CCCC(CNS(=O)(=O)c3cccs3)C2)CC1 (stereo not drawn),-22%,-6%,1%,i,4%,4,-15%
CC(C)COc1cc(=O)n2c(c1C(=O)NC1CCCCC1)CCCCC2,?,-18%,-4%,i,-11%,3,3%
CCn1ncc(NC(=O)Cn2ncc3cc(-c4cccc(F)c4F)ccc32)n1,-54%,-10%,?,-4%,?,1,-67%
COCCNC(=O)c1cn2ccnc(-c3ccc(OC)cc3)c2n1,4%,-5%,-5%,-22%,-1%,16,i
CCc1ccc(-c2cc(C)no2)cc1S(=O)(=O)NCc1ccco1,/,-29%,/,/,-17%,-3,/
CS(=O)(=O)N1CCC(Cc2ccc(C(N)=O)cc2)CC1,-1%,0%,-2%,?,9%,-18,3%
CCOC(=O)C1(Cc2ccccc2F)CCCN(C(=O)C2=C(C)OCCO2)C1 (stereo not drawn),-30%,8%,-2%,i,11%,-8,?
Cn1ccnc1C(=O)N1CCCC(c2nc(-c3cccnc3)no2)CCNC(=O)CC1 (stereo not drawn),i,3%,7%,i,2%,-2,-1%
CC(=O)Nc1ccc(NC(=O)c2cc(=O)c3ccccc3o2)cc1,/,-7%,/,/,?,0,/
O=C(Cn1ccn2nc(-c3ccccc3)c(CO)c2c1=O)Nc1ccc(F)c(F)c1,?,-4%,6%,i,-4%,11,?
CCOc1ccccc1N(C)C(=O)c1c2c(nc3ccccc13)C(=O)N(C1CCCCC1)C2,/,-15%,/,/,-2%,-11,/
COc1ccc(NC(=O)Cn2cnc3sc(C)c(S(=O)(=O)N4CCN(c5ccccc5OC)CC4)c3c2=O)cc1OC,/,5%,/,/,2%,18,/
CSc1nn(Cc2ccc(Cl)cc2)c(N(C(C)=O)C(C)=O)c1S(=O)(=O)c1ccccc1,/,-2%,/,/,-26%,-6,/
COC1CCOC2(CCN(C(=O)COc3ccc(F)cc3)CC2)C1 (stereo not drawn),-3%,5%[12.5 µM],-3%,i,11%,-9,-7%
Cc1cc(C)c(/C=C/c2onc(C)c2S(=O)(=O)N2CCC(C(=O)Nc3ccc(Cl)c(C(F)(F)F)c3)CC2)c(C)c1,/,-5%,/,/,42%[activator],-8,/

# Seven neighbouring compounds out of the list so far, quoted:
SMILES,NIH3T3 tox,SNCA viab count,Luciferase inh,GPT2 inhibitor,SNCA expr inh,IP6K1 inhibitor,HEK cytotox
O=C(Cc1ccc(Cl)cc1)Nc1ccc2oc(-c3ccc(F)cc3)nc2c1,/,-15%,/,/,20%,1,/
CCOc1ccc(CC(=O)N2CCC3(CC2)CC(O)CCO3)cc1 (stereo not drawn),-13%,0%,-13%,-2%,19%,0,4%
OC[C@@H]1O[C@H](CNC2CCOCC2)[C@H](N2CCN(c3ccc(F)cc3)CC2)[C@@H]1O,-2%,6%,2%,-14%,3%,8,1%
Cn1ccnc1CN1CCCC(c2ccc(C(=O)O)cc2)C1 (stereo not drawn),i,-14%,3%,-9%,1%,8,i
CCOc1ccc(/C=C/c2nc(C#N)c(N(C)C)o2)cc1,/,-6%,/,/,101%[activator],5,/
CN1CCN(C(=O)N2CCCC(CNS(=O)(=O)c3cccs3)C2)CC1 (stereo not drawn),-22%,-6%,1%,i,4%,4,-15%
CC(C)COc1cc(=O)n2c(c1C(=O)NC1CCCCC1)CCCCC2,?,-18%,-4%,i,-11%,3,3%

# (list continues)
SMILES,NIH3T3 tox,SNCA viab count,Luciferase inh,GPT2 inhibitor,SNCA expr inh,IP6K1 inhibitor,HEK cytotox
Cn1c(=O)n(-c2ccc3c(c2)OCO3)c2nc(-c3ccc(Cl)cc3)nc(C(N)=O)c21,/,1%,/,/,32µM*,14,/
O=C(CN1C(=O)NC(c2ccccc2Cl)C2=C1COC2=O)NCc1ccc2c(c1)OCO2 (stereo not drawn),-12%,3%,-5%,i,-9%,0,-12%
Cc1cc(Cl)ccc1NC(=O)c1cc(S(=O)(=O)N2CCOCC2)cn1C,/,8%,/,/,-1%,-22,/
CCN1CCN(C(=O)C2CCc3ncc(-c4ccc(F)cc4)n3C2)CC1 (stereo not drawn),-23%,-6%,-6%,i,26%,6,-17%
CCc1ccc2c(c1)NC(c1ccc(F)cc1)=NC(c1ccncc1)=N2,/,9%,/,/,3%,12,/
C#C[C@]1(OC(C)=O)CC[C@H]2[C@@H]3CCC4=C[C@@H](OC(C)=O)CC[C@@H]4[C@H]3CC[C@@]21C,/,-13%,/,3%&-1%,-29%[25.6 µM],-6&2,/
O=C(CN1CC(=O)NC1=O)NCc1noc(-c2ccc3c(c2)OCO3)n1,-9%,1%,1%,i,6%,-4,?
CCN(C(=O)CSc1nc2ccccc2[nH]1)c1ccccc1,/,-2%,/,/,-29%,-12,/
COc1cc2ccccc2cc1C(=O)Nc1cccc(-c2nc3cc(C)ccc3o2)c1C,/,-5%,/,/,27%,11,/
CCC(=O)N1CCc2cc(S(=O)(=O)NC(C(=O)NCCc3ccccc3)C(C)C)ccc21 (stereo not drawn),/,11%,/,/,-5%,6,/
O=C(c1ccccc1F)N1CCC2(C1)C(=O)N(c1ccccc1)c1ccccc12 (stereo not drawn),?,0%,/,i,-4%,-14,?
N=C(N)c1ccc2cc(OC(=O)c3ccc(N=C(N)N)cc3)ccc2c1,/,44%[23.9 µM],/,-24%,5%[25.6 µM],13,/
COc1ccc(-c2noc([C@@H]3CCCN3C(=O)c3ccc(C)cc3)n2)cc1OC,-29%,-19%,-1%,i,27%,-6,?
Cn1cc(C(=O)N2CC(Oc3ccc(-c4nc(-c5ccccc5)no4)cc3)C2)cn1,-4%,-2%,?,i,24%,5,-19%
Cc1ccc(S(=O)(=O)NCC2CCC(C(=O)N(C)Cc3ccccc3)CC2)cc1 (stereo not drawn),/,-20%,/,/,?,14,/
CCC(=O)N1Cc2ccccc2CC2(CCCN(Cc3cccnc3)C2)C1 (stereo not drawn),i,8%,/,3%,11%,2,-5%
CN(C(=O)CSc1cn(CC(=O)N2CCCCCC2)c2ccccc12)c1ccccc1,/,?,/,/,-10%,3,/
CNC(=O)c1cc(C)nc2onc(C3CCN([S+](=O)([O-])c4cccs4)CC3)c12,?,/,/,/,/,7,?
COc1ccccc1CNC(=O)C1(c2ccc(NS(C)(=O)=O)cc2)CCCCC1,?,-1%,5%,i,-26%,-6,8%
CC1=C(C(=O)N(C)C)C(c2ccc(Cl)cc2)N2C(CC(=O)NC(C)c3ccccc3)=CSC2=N1 (stereo not drawn),?,7%,-7%,i,-13%,33,?
Cc1ccc(-c2nc(S(=O)(=O)c3ccc(C)cc3)c(N3CCCCC3)o2)cc1,/,0%,/,/,0%,-29*,/
O=C1CCN(S(=O)(=O)c2ccccc2)CCCN(C(=O)NCc2ccccc2)CCN1,-2%,?,-9%,3%,-17%,1,-1%
CCN(CC)C(=O)CCc1c(C)nn(-c2ccccc2)c1Oc1ccccc1,?,-1%,6%,i,-2%,-9,?
CCOc1cccc(C2Oc3nc(SC)nnc3-c3ccccc3N2C(C)=O)c1OC (stereo not drawn),/,-4%,/,/,?,-9,/
COc1ccc(CNC(=O)C2CCCN(c3nccc(Nc4ccccc4F)n3)C2)cc1 (stereo not drawn),10µM*,8%[12.5 µM],/,i,-11%,4,28µM*
CNC(=O)c1nc2cccnc2n(-c2ccccc2OC)c1=O,-21%[138 µM],7%[87.6 µM],/,i,5%[87.6 µM],10,-4%[172 µM]
CC(=O)N[C@H]1CN(C(=O)c2ccccc2C(F)(F)F)C[C@@H]1C1CC1,-4%,12%,-3%,-11%,10%,11,i
COc1cc(OC)c(NC(=O)c2ccc3c(c2)N(Cc2ccc(C)cc2)CCS3)cc1Cl,/,-11%,/,/,-13%,-11,/
COc1ccc(CN(C(=O)c2ccco2)c2ccc(CC(=O)NC(C)c3ccccc3)cc2)cc1 (stereo not drawn),?,-2%,-6%,1%,-8%,-2,?
CC(C)CCN(C1CCOCC1)C1CCN(C(=O)c2ccncc2)CC1,-2%,8%,-2%,4%,-6%,2,7%
O=C(Nc1ccc2cn[nH]c2c1)c1ccc2c(c1)OCCN(c1ccccc1)C2,40µM*,?,-10%[172 µM],-9%[88.5 µM],8%[87.6 µM],6,45µM*
COCCOc1ccc2c(n1)CCN(C(=O)c1ccccn1)C2,-19%,4%[12.5 µM],-16%,-9%,-24%,-15,-3%
CCOC(=O)c1c(CSc2ccccc2)n(C)c2cc(Br)c(O)c(CN(C)C)c12,/,-1%,/,?,-4%,/,/
NC(=O)c1ccc(CC2CCN(C(=O)c3cnccn3)CC2)cc1,3%,-11%,5%,i,-11%,-12,i
COC(=O)c1cncc(N2CCCC3(CCC(=O)N(Cc4ccccc4)C3)C2)n1 (stereo not drawn),-1%,-10%,4%,1%,0%,21,i
O=C(c1ccc(C(F)(F)F)cc1)N1CCC(c2noc(-c3ccc(S(=O)(=O)N4CCCC4)cc3)n2)CC1,/,-6%,/,/,-30%,-9,/
CN1CCC(NC(=O)CCC[C@@H]2[C@H]3CCCN4CCC[C@@H](CN2C)[C@@H]34)CC1,i,11%,7%,-8%,7%,6,1%
Cc1cccc(N2CCN(C(=O)CCCn3ncn4c(cc5occc54)c3=O)CC2)c1C,/,0%,/,/,-27%,-18,/
O=C(NCc1cccs1)C1CCN(C(=O)N2CCOc3ccccc32)CC1,/,9%,/,/,12%,8,/
CN(C)C[C@H]1C[C@H](CO)CN(C(=O)Cc2cc3c(cc2Cl)OCCO3)C1,-6%,4%,-7%,?,2%,4,-1%
Cn1c(=O)cc(SCC(=O)N2CCN(c3ccccc3F)CC2)c2ccc(Cl)cc21,/,16%,/,/,-10%,1,/
CCCNC(=O)O[C@@H]1CC[C@]2(C)C(CC[C@@H](O)[C@H]2CC(=O)NCc2ccccc2)[C@]1(C)CO (stereo partly drawn),-11%,3%,-7%,?,-7%,-10,-16%
O[C@H]1[C@H](NCc2ccc(Cl)cc2)[C@@H](c2ccc(N3CCOCC3)nc2)C[C@H]1O,-22%[138 µM],-24%[87.6 µM],-10%[172 µM],-46%[88.5 µM],-21%[87.6 µM],7,-16%[172 µM]

# Only part of the results is shown. The share of hits here may be higher or lower than overall.
